SK-BR-3 tox 24h: SK-BR-3 proliferation inhibitors. AID 847. 0.47% of 41,000 active. viability, % at 10 µM. SK-BR-3 viability, CellTiter-Glo ATP luminescence, 24 h; active compounds read low;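 active means viability at or below the median of all test compounds minus 3 SD, in both replicates if run twice, cut at about 45% in these data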;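 further: 100% = median untreated cell wells and 0% = median positive control drug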
* = called active by the depositor.

SMILES	SK-BR-3 tox 24h
O=C(OCc1cc2ccccc2[nH]c1=O)c1ccccc1	91
O=C(CCCCCN1C(=O)CCC1=O)Nc1ccc2c(c1)OCO2	90
O=C(Nc1cc(Cl)ccc1O)C1CCCO1 (stereo not drawn)	98
CCOC(=O)c1cc2c(=O)n3ccccc3nc2n(CC(C)C)c1=NC(=O)c1ccco1	82
Clc1ccc2nc(SCc3nnc(-c4ccccc4)o3)[nH]c2c1	100
CCCOC(=O)C1=C(C)NC2=C(C(=O)CCC2)C1c1cc(OC)ccc1OC (stereo not drawn)	84
Cc1ccc(NCc2nc3ccccc3n2C)cc1	99
CC12CN3CC(C)(CN(C1)C3c1cc3ccccc3[nH]1)C2=O (stereo not drawn)	90
Cc1ccc(C(=O)C(C)OC(=O)C2CC(=O)N(C3CCCCC3)C2)cc1 (stereo not drawn)	89
CCCOc1ccc(C(=O)c2nc3c(n2O)CCCC3)cc1	133

Some values from the results shown:
Under SK-BR-3 tox 24h, `CCOC(=O)c1cc2c(=O)n3ccccc3nc2n(CC(C)C)c1=NC(=O)c1ccco1` is entered as 82
Under SK-BR-3 tox 24h, `O=C(OCc1cc2ccccc2[nH]c1=O)c1ccccc1` is entered as 91
Under SK-BR-3 tox 24h, `Cc1ccc(NCc2nc3ccccc3n2C)cc1` is entered as 99

(list continues)
SMILES	SK-BR-3 tox 24h
Brc1cccc(-c2nnc3n2CCC3)c1	84
Cc1cccc(-n2c(SCC(=O)NCc3ccco3)nnc2-c2ccco2)c1	70
O=C(NCCc1ccccc1)/C(=N\O)c1ccccc1	102
CC(=O)Nc1ccccc1Sc1ccccc1	94
O=c1c2c(nc3c(-c4ccc(Cl)cc4)c[nH]n13)CCCC2	45
Cc1occc1-c1nnc(SCC(=O)N2CCOCC2)n1CCc1ccccc1	95
COc1ccccc1-c1cc(C(=O)NCc2ccc(Cl)cc2)no1	59
CCC(NC(=O)OC(C)(C)C)C(=O)Oc1ccc2c3c(c(=O)oc2c1)CCC3 (stereo not drawn)	83
COc1ccc(Cc2nnc3c4cnn(C)c4ncn23)cc1	123
CC1(c2ccc3noc(-c4ccc(Cl)cc4)c3c2)OCCO1	87
Cc1cc2ccc(C)c(C)c2nc1SCC#N	90
O=C(c1c(Cl)cccc1Cl)N1CCN(c2ccccn2)CC1	81
O=C(CN1C(=O)NC2(CCCc3ccccc32)C1=O)N1CCN(C(=O)c2ccco2)CC1 (stereo not drawn)	75
O=C(OCN1C(=O)c2ccccc2C1=O)c1ccccc1	89
CCc1ccc(C(=O)Nc2ccc(S(=O)(=O)Nc3nc(C)cc(C)n3)cc2)o1	96
COc1cc(C(=O)Nc2ccc(N(C)C)cc2)cc(OC)c1OC	86
O=C1CCCN1c1cc(Cl)ccc1Cl	87
CCOc1cc2c(cc1OCC)C(C(=O)O)C(c1cc(Br)c(O)c(OC)c1)N(C)C2=O (stereo not drawn)	85
Cc1ccc(-c2ccc(/C=N/c3ncn[nH]3)o2)cc1Cl	35*
Cc1nc2ccccc2c2c1C(=O)N(C)C2=O	88

Fetched one by one from the entries so far:
SMILES	SK-BR-3 tox 24h
O=C(CN1C(=O)NC2(CCCc3ccccc32)C1=O)N1CCN(C(=O)c2ccco2)CC1 (stereo not drawn)	75
O=C(OCN1C(=O)c2ccccc2C1=O)c1ccccc1	89

Next part
SMILES	SK-BR-3 tox 24h
COc1ccccc1N1CCN(C(=O)C2c3ccccc3Oc3ccccc32)CC1	79
CCOC(=O)C1=C(CN2CCOCC2)NC(=O)NC1c1cc(C)ccc1C (stereo not drawn)	87
Cc1ccc(S(=O)(=O)N(Cc2cc3cc4c(cc3[nH]c2=O)OCCO4)CC2CCCO2)cc1 (stereo not drawn)	84
CCCn1c(=O)c(C(=O)Nc2nnc(CC)s2)c(O)c2ccccc21	123
Cn1c(SCC(=O)N2CCOCC2)nnc1-c1cnccn1	72
Cc1c(C(=O)N2CCCCC2)sc(NC(=O)C2CC2)c1C#N	89
COC(=O)COc1ccc2oc(=O)cc(C)c2c1	87
CC1(C)NC(=O)N(CC(O)CN2CCOCC2)C1=O (stereo not drawn)	112
Cc1ccc2c(c1)nnn2C1CCN(CC(=O)NCCc2ccccc2)CC1	89
c1ccc(N(c2ccccc2)c2nc(-n3ccnc3)nc(-n3ccnc3)n2)cc1	70
COc1ccc(C2c3c(-c4cc(Cl)c(C)cc4O)n[nH]c3C(=O)N2Cc2cccnc2)cc1OC (stereo not drawn)	118
CC(C)(C)c1ccc(OCC(=O)NCc2ccco2)c(Br)c1	97
COC(=O)Nc1ccc(C)cc1NC(=O)OC	93
CCOc1ccccc1NC(=O)CN(c1ccc(C)cc1)S(=O)(=O)c1c(C)n[nH]c1C	86
CC(C)C(C(=O)Nc1ncn[nH]1)N1C(=O)c2ccccc2C1=O (stereo not drawn)	93
CC(=O)N1CCc2cc(Br)cc(S(=O)(=O)NCc3ccccn3)c21	102
CN1C(=O)Cc2cc(S(=O)(=O)N3CCOCC3)ccc21	96
CCCc1nc2c(sc3nc4c(cc32)COC(C)(C)C4)c(=O)n1Cc1ccco1	76
CCOC(=O)C1CCN(C(=O)CCc2nc3ccccc3[nH]2)CC1	92
Nc1cccc(-n2nncc2-c2ccc(Cl)cc2)c1	122
Cc1nn2c(-c3cccc(NC(=O)CSc4nc5ccccc5o4)c3)nnc2c2ccccc12	91
CC(=O)N(c1c(C)n(C)n(-c2ccccc2)c1=O)C1(C(=O)NC2CCCC2)CCCCC1	98
CCOC(=O)SC1=N/C(=C\c2ccc(N(C)C)cc2)C(=O)S1	90
CC(=O)N(CCc1ccccc1C)Cc1cc2cc3c(cc2[nH]c1=O)OCO3	86
CC1CN(C(=O)N2c3ccccc3Sc3ccccc32)C(C)CC1=O (stereo not drawn)	89
Cn1cnc2c(N3CCCCC3)nccc21	114
Cc1ccc(-c2nnn(CC(=O)N(c3ccccc3F)C(C(=O)NC3CCCC3)c3ccco3)n2)o1 (stereo not drawn)	74
CC1(C)Cc2c(C#N)c(NCc3ccco3)nc(-c3ccco3)c2CO1	89
CCc1nnc2sc(-c3cc(-c4ccccc4)nc4ccccc34)nn12	78
CCC(=O)Oc1ccc(/C(CC)=C(\CC)c2ccc(OC(=O)CC)cc2)cc1	98
CCOC(=O)c1cccc(NC(=O)C2CCCO2)c1 (stereo not drawn)	90
Cc1ccc(S(=O)(=O)N2CCN(C(=O)CN3CCN(C)CC3)C2)cc1	127
Cc1cc(NC(=O)NC(=O)c2cccc(OC(F)(F)C(F)F)c2)n[nH]1	46
COc1ccc(CCn2c(N)cc(=O)[nH]c2=S)cc1OC	99
CCOC(=O)N1CCN(S(=O)(=O)c2ccc(C(=O)Nc3nc4ccccc4s3)cc2)CC1	71
Fc1cccc(CN2CCCCCCC2)c1	92
COC(=O)[C@H](C)NC(=O)Nc1ccc(OC)c(OC)c1	81
Cc1sc(NC(=O)CSc2nnc(C)c(=O)[nH]2)c(C#N)c1C	133
CCOC(=O)c1sc2nc(N3CCOCC3)c3c(c2c1N)CCN(C)C3	94
CC(=O)OCC(=O)[C@@]1(OC(C)=O)[C@@H](C)C[C@H]2[C@@H]3C[C@H](F)C4=CC(=O)C=C[C@]4(C)[C@@]3(F)[C@@H](O)C[C@@]21C	101
O=C(CSc1nnc(-c2cccs2)o1)OCc1ccccc1	43*
CCNS(=O)(=O)c1ccc(NC(=O)Cc2ccc(F)cc2)cc1	86
O=C(CCCn1c(=O)[nH]c2ccsc2c1=O)N1CCN(Cc2ccc3c(c2)OCO3)CC1	104
COc1ccc(N2CCN(C(=O)c3ccc(NS(=O)(=O)c4cccc(F)c4)cc3)CC2)cc1	80
Cc1nc2nc(COc3ccccc3)[nH]n2c(=O)c1C	87
CCCCOC(=O)Nc1nc2ccc(OC)cc2s1	101
N#CCSc1nc(N)c(C#N)c(C2CCCCC2)c1C#N	104
CCc1cc2c3c(c(=O)oc2cc1OC)CCCC3	104
NC(=O)C1CCN(C(=O)CN2CCN(c3cccc(C(F)(F)F)c3)CC2)CC1	100
Cc1c(C(=O)N2CCN(c3ccccn3)CC2)oc2ccccc12	76
Next results follow:
SMILES	SK-BR-3 tox 24h
CCOC(=O)c1ccc(-c2n[nH]c(=O)c3ccccc23)cc1	108
COc1ccc(C(F)(F)F)cc1NC(=O)c1nc2nc(C)cc(C(F)F)n2n1	92
CCn1c(COc2ccccc2C)nnc1SCC(=O)NC1CCCC1	87
Oc1ccccc1-c1cc(-c2ccc3c(c2)OCCO3)n[nH]1	84

By substructure, those above with two or more sulfur atoms (4)
SMILES	SK-BR-3 tox 24h
CCOC(=O)SC1=N/C(=C\c2ccc(N(C)C)cc2)C(=O)S1	90
CCOC(=O)N1CCN(S(=O)(=O)c2ccc(C(=O)Nc3nc4ccccc4s3)cc2)CC1	71
Cc1sc(NC(=O)CSc2nnc(C)c(=O)[nH]2)c(C#N)c1C	133
O=C(CSc1nnc(-c2cccs2)o1)OCc1ccccc1	43*

For convenience, part of the list above.
SMILES	SK-BR-3 tox 24h
N#CCSc1nc(N)c(C#N)c(C2CCCCC2)c1C#N	104
CCc1cc2c3c(c(=O)oc2cc1OC)CCCC3	104
NC(=O)C1CCN(C(=O)CN2CCN(c3cccc(C(F)(F)F)c3)CC2)CC1	100
Cc1c(C(=O)N2CCN(c3ccccn3)CC2)oc2ccccc12	76
CCOC(=O)c1ccc(-c2n[nH]c(=O)c3ccccc23)cc1	108

Compound activity: PubChem, SRMLSC

Some of the compounds tested; count on the stated rates, not on these rows.
